# Screens deposited in PubChem BioAssay by National Center for Advancing Translational Sciences (NCATS).
# IkB signaling – IkB Signaling; hit rate 0.04% among 110,000; AID 445, 2006; ABC-DLBCL IkBa-CBG/CBR dual luciferase ratio, 4 h; response scale: scaled: untreated 0%, proteasome inhibitor 100%; Potency, µM (titrated, usually from 57.1 µM), for inactives: at the top dose IkBa stabilization activation; active = well fitted curve in the direction sought with a large enough effect in the signal ratio, not every such curve was filed as active; inconclusive = small, poorly fitted or top-dose-only effect, or a change in a side signal; the % refers to the signal ratio;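 also: the direction sought is a rising ratio; 0% = basal untreated cells and 100% = reference inhibitor full response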
#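 Curves were fitted separately to fusion (green), unfused (red) and ratio luminescence, then classed by r2, magnitude and activity. Cells: OCI-Ly3, 4 h compound plus doxycycline at 37C; 10 uM MG-132 defined full response.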
# p53ts 39C tox – qHTS Screen for Compounds that Selectively Target Cancer Cells with p53 Mutations: Cytotoxicity of p53ts Cells at the Nonpermissive Temperature; H1299-p53A138V viability at 39C, ATP luminescence, 24 h; hit rate 1.5% among 130,000; Potency, µM (series often up to 46.1 µM), for the others: at the highest dose activity change, negative = cell killing, actives largely listed as cytotoxic; also: nearly all actives have a fitted effect of over 55% in size
# Imprint erasure – qHTS Assay for Compounds that Induce Erasure of Genomic Imprints | mouse ES Peg3-LacZ reporter, beta-gal luminescence, 40 h | Potency, µM (series often up to 60.7 µM), for inactives: at the highest dose activity change, positive = activation, most hits filed as activators | hit rate 0.02% among 110,000;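 also: 0% = negative control wells on the plate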
#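 Each well holds 300 Peg3LacZ-Neo (maternal) female ES cells incubated 40 h at 37C, 5% CO2. LacZ is measured by BetaGlo luminescence, with AC50 and maximum efficacy derived from dose-response curves.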
# p53ts 32C tox – qHTS Screen for Compounds that Selectively Target Cancer Cells with p53 Mutations: Cytotoxicity of p53ts Cells at the Permissive Temperature; hit rate 0.93% among 130,000; H1299-p53A138V at 32C, ATP luminescence viability, 24 h; Potency, µM (highest dose often 46.1 µM), without a hit: at the top dose activity change, negative = cytotoxicity, actives largely listed as cytotoxic;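 also: 0% = DMSO and -100% = full killing by reference compound; nearly all actives have a fitted effect of over 55% in size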
#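 ATP-content luminescence (ATPlite) read-out after 24 h compound exposure at 32C in H1299-p53A138V cells (600/well). Tested up to 46 uM. Normalized to DMSO (0%) and 100 uM tamoxifen (100% killing); Hill-fit AC50.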
# * marks the source's active call; other numbers are inactive results; ? = inconclusive; nt = no result given; & = joins results of further samples; [ ] = another dose, or the depositor's remark. Unless noted, calls follow the shape of the dose curve; as a rule, active = well fitted curve in the direction sought with a large enough effect; inconclusive = small, poorly fitted or top-dose-only effect, or another doubt; inactive = no such curve, though single readings can be large; an effect the other way counts as inactive or inconclusive. Unless noted, % is scaled to controls: 0 for no effect and ±100 for the full control effect; potency is read from the fitted curve at half-maximal effect.
SMILES,IkB signaling,p53ts 39C tox,Imprint erasure,p53ts 32C tox
CCN(CC(=O)Nc1ccc2c(c1)OCCO2)c1ccc(S(=O)(=O)N2CCOCC2)cn1,-1.2%,-1.0%,-3.0%,-3.6%
CCOC(=O)Cn1c(=O)oc2cc(S(=O)(=O)NCCCc3ccccc3)ccc21,?,110.7%[activator],-18.6%,?
Cc1ccnc(NS(=O)(=O)c2cccs2)c1,0.7%,3.8%,-10.2%,15.0%
CCOC(=O)c1cc(C(=O)c2cc(F)ccc2O)coc1=N,0.7%,-10.9%,-11.9%,2.0%
CCc1cccc(NC(=O)C(CC(C)C)NS(=O)(=O)c2ccc3c(c2)oc(=O)n3C)c1 (configuration not stated),?,-14.9%,-4.8%[10.9 µM],10.1%
O=C(Nc1cccc(Cl)c1)C1CCN(c2nc3ccccc3nc2C(F)(F)F)CC1,?,-3.4%,-15.2%[10.9 µM],2.2%
COc1ccc(C(CC(=O)O)NC(=O)c2cccs2)cc1 (configuration not stated),-1.6%,7.3%,-0.2%,2.2%
Cc1nn(Cc2ccc(Cl)c(Cl)c2)c(C)c1NC(=O)c1cc(C2CC2)on1,7.5%,15.6%,-18.6%,23.5%
Cc1ccc(-c2nc3cc(C(C)C)ccc3o2)cc1NC(=O)c1cccs1,?,?,-14.0%[10.9 µM],?
CC(Sc1nc2ccccc2o1)C(=O)O (configuration not stated),6.5%,-8.3%,-40.6%[inhibitor],3.6%
COc1cccc(CNC(=O)C2Cc3cc(S(=O)(=O)N4CCCCCC4)ccc3N2C(C)=O)c1 (configuration not stated),0.1%,14.1%,-6.7%[10.9 µM],1.8%
COc1ccccc1CNC(=O)CCc1c(C)nn(-c2ccc(N3CCCCC3)nn2)c1C,?,-29.6%,-15.7%[10.9 µM],-7.3%
O=C(Nc1sc2c(c1C(=O)N1CCCCC1)CCCC2)c1ccccc1Cl,?,12.5%,-8.9%[10.9 µM],3.9%
N#CCn1nnc(-c2ccc3c(c2)OCO3)n1,5.0%,-16.0%,-10.8%,14.3%
CCOCC(=O)Nc1ccccc1C(=O)OCC,-2.3%,4.8%,-5.0%,2.5%
COC(=O)C1=C(C)Nc2nnnn2C1c1ccco1 (configuration not stated),-2.2%,9.4%,-8.0%,4.2%
c1coc(-c2nc3ccccn3c2Nc2ccc3c(c2)OCCO3)c1,?,6.7%,-5.1%[10.9 µM],9.6%
COc1ccc(C(=O)NC(=O)CSc2nnc(-c3ccco3)n2-c2ccccc2)cc1,1.8%,3.0%,-2.2%,-5.6%
COC(=O)c1cc(NC(=O)C2COc3ccccc3O2)ccc1Cl (configuration not stated),?,-2.2%,-12.1%,-1.1%
CCOC(=O)N1CCC(NC(=O)CC(NS(=O)(=O)c2ccc(Cl)cc2)c2ccco2)CC1 (configuration not stated),0.7%,-5.0%,-8.3%,3.4%
O=C(O)c1ccccc1Nc1cccc(OCc2ccc3ccccc3n2)c1,?,?,-12.9%&-25.7%,-19.2%
O=C(CN(CCc1ccccc1)C(=O)CNS(=O)(=O)c1ccccc1)NCc1ccco1,4.7%,-2.2%,-8.1%,-3.2%
O=C(CSc1nnc(CNc2ccc(F)cc2)n1Cc1ccccc1)N1CCOCC1,1.1%,-16.5%,8.8%,-14.5%
Cc1ccc(N2CC(C(=O)Nc3nnc(C(C)C)s3)CC2=O)cc1 (configuration not stated),0.7%,-9.6%,nt,-2.8%
CCOc1ccc(N2C(=O)c3ccc(C(=O)OCc4c(C)noc4C)cc3C2=O)cc1,1.4%,-0.6%,-10.1%,-1.0%
NS(=O)(=O)c1ccc2nc(NC(=O)COc3ccc(Cl)cc3Cl)sc2c1,2.8%,-10.2%,-4.4%[10.9 µM],9.7%
COc1ccc(N(C(=O)C2CCCCC2)C2C=CS(=O)(=O)C2)c(OC)c1 (configuration not stated),0.4%,17.4%,8.8%,-15.3%
Cc1ccc(CCNC(=O)NCc2noc3ccccc23)cc1,0.5%,14.7%,-9.2%[10.9 µM],11.3%
Cc1ccc(-n2nc(C(=O)N(C)Cc3ccccc3)c3c4ccccc4n(C)c3c2=O)cc1,?,4.0%,0.9%[10.9 µM],5.3%
COc1cc2c3c(c1)/C(=C1/SC(NC(C)=O)=NC1=O)C(=O)N3C(C)(C)C=C2C,2.8%,9.2%,-20.2%,22.4%
CCn1c(O)c(C2=NCCCC2)c2ccccc21,-2.2%,3.7%,-7.1%,-0.1%
COc1cc2c(cc1NC(=O)CSc1nnnn1-c1ccccc1)oc1ccccc12,5.6%,-23.3%,1.2%,-28.8%
Cc1ccc(-n2ncc3c(=O)n(CC(=O)NCc4ccco4)cnc32)cc1C,1.0%,5.3%,-15.9%,7.9%
COc1ccc(OC)c(-c2cc(C(=O)Nc3cccc(Cl)c3)no2)c1,2.1%,?,-2.6%,-27.9%
Fc1ccccc1Oc1ncnc2c1oc1ccccc12,-0.6%,-14.3%,13.2%[10.9 µM],-6.8%
COc1ccccc1NC(=O)N(Cc1cc2cc(OC)c(OC)cc2[nH]c1=O)CC1CCCO1 (configuration not stated),4.7%,-2.3%,1.0%,-3.9%

# Molecules shown so far that have fluorine (4):
SMILES,IkB signaling,p53ts 39C tox,Imprint erasure,p53ts 32C tox
CCOC(=O)c1cc(C(=O)c2cc(F)ccc2O)coc1=N,0.7%,-10.9%,-11.9%,2.0%
O=C(Nc1cccc(Cl)c1)C1CCN(c2nc3ccccc3nc2C(F)(F)F)CC1,?,-3.4%,-15.2%[10.9 µM],2.2%
O=C(CSc1nnc(CNc2ccc(F)cc2)n1Cc1ccccc1)N1CCOCC1,1.1%,-16.5%,8.8%,-14.5%
Fc1ccccc1Oc1ncnc2c1oc1ccccc12,-0.6%,-14.3%,13.2%[10.9 µM],-6.8%

# More records follow:
SMILES,IkB signaling,p53ts 39C tox,Imprint erasure,p53ts 32C tox
CCOc1ccc(S(=O)(=O)N(CC(=O)Nc2ccc3c(c2)OCO3)c2ccc(C)cc2)cc1,2.2%,16.4%,-5.2%[10.9 µM],-1.3%
Clc1ccccc1-c1nnc2sc(-c3ccncc3)nn12,0.7%,-0.7%,-10.2%,16.0%
Cc1cccc(N(CC(=O)NCCSCc2ccc(Cl)cc2)S(C)(=O)=O)c1C,?,-28.0%,-15.7%[10.9 µM],3.7%
CCCC(C(=O)NC1CCCC1)N(C(=O)Cn1nnc(-c2ccc(C)o2)n1)c1ccccc1OC (configuration not stated),0.4%,-4.7%,-9.9%,11.3%
CCCc1nc2c(nnn2Cc2ccccc2)c(=O)[nH]1,-2.7%,12.1%,-20.0%,10.6%
COc1ccc(-n2c(=O)c(-c3cccs3)nc3cncnc32)cc1,1.2%[11.4 µM],-1.8%,2.9%,4.9%
COc1ccc2[nH]cc(CCN=C(NC(=O)c3ccccc3C)Nc3nc(C)cc(C)n3)c2c1,?,5.7%,-17.6%[10.9 µM],-7.2%
CCOC(=O)CCN(Cc1ccccc1)S(=O)(=O)c1csc(C(N)=O)c1,-0.4%,-8.8%,2.6%[10.9 µM],-1.6%
COc1cccc(C(=O)Nc2ccc(NC(=O)C(C)(C)C)cn2)c1,1.6%,3.16µM*,-82.7%[inhibitor],3.98µM*
CCOC(=O)c1[nH]c(C)c(C)c1C,-2.0%,-3.1%,-3.4%,-9.8%
COC(=O)c1cc(NC(=O)C2CCCN(S(=O)(=O)c3c(C)n[nH]c3C)C2)cc(C(=O)OC)c1 (configuration not stated),2.0%,-2.5%,14.9%[10.9 µM],4.5%
Cc1oc(-c2ccccc2F)nc1CN1CCC(C(=O)NCCc2ccccc2)CC1,-1.3%,-16.1%,-16.7%[10.9 µM],-2.8%
COc1cccc(C(=O)Nc2ccccc2N2CCOCC2)c1,-1.6%,6.0%,-10.6%,-6.8%
CCN(CCCNC(=O)Cn1ncc2c(=O)oc3ccccc3c21)c1cccc(C)c1,10.5%,-6.5%,-0.4%,-3.2%
O=C(N/N=C1/C[C@@H](O)[C@@H](O)[C@@H]2[C@@H]3C(=O)N(c4cccc(Oc5ccccc5)c4)C(=O)[C@H]3CC[C@H]12)OCc1ccccc1,nt,5.9%[9.22 µM],nt,-1.5%[9.22 µM]
Cn1c2c(c(=O)n(C)c1=O)CN(CC1CCCO1)CN2 (configuration not stated),-0.1%,-1.1%,-4.2%,-3.9%
COCCNC(=O)CN(c1cc(C(F)(F)F)ccc1Cl)S(C)(=O)=O,0.4%,15.3%,1.1%,-6.6%
NC(=O)c1cc[n+](CC2=C(C(=O)O)N3C(=O)[C@@H](NC(=O)[C@H](c4ccccc4)S(=O)(=O)[O-])[C@@H]3SC2)cc1,1.8%[25.6 µM],5.6%[20.6 µM],-3.4%[16.8 µM],0.3%[20.6 µM]
NCCCCC(N)C(=O)NC(Cc1ccc(O)cc1)C(=O)NC(CCCCN)C(=O)O (configuration not stated),nt,6.8%,-5.7%,6.1%
Cc1cc(Cl)c(S(N)(=O)=O)cc1OCC(N)=O,-1.5%,12.1%,18.0%,-2.9%
COc1cc(C(=O)OCC(=O)Nc2c(F)c(F)c(F)c(F)c2F)cc(OC)c1OC,1.3%,-6.0%,4.8%,3.5%
O=C(NC1CCCC1)C(NS(=O)(=O)c1cccc2nsnc12)c1ccccc1 (configuration not stated),0.7%,0.7%,-7.7%,9.7%
CC(=O)c1c(C)[nH]c(C(=O)NCc2cccs2)c1C,1.4%,-11.3%,-0.8%,-11.8%
Cc1c(Br)c(C(F)(F)F)nn1CC(=O)NCCN1CCOCC1,-0.9%,-10.8%,-4.7%,-2.3%
COc1ccc(N2Cc3cccc(C(=O)N4CCOCC4)c3C2=O)cc1,0.3%,-1.9%,-8.5%,13.8%
O=C(c1ccccc1)N1CCN(C(=O)C23CC4CC(CC(C4)C2)C3)CC1,1.3%,-1.3%,-11.5%,-0.5%
Cc1onc(-c2c(F)cccc2Cl)c1C(=O)NCCc1ccc(S(N)(=O)=O)cc1,-1.7%,11.8%,-13.1%,5.0%
CCOc1ccc2ncc3c(-c4cccc(OC)c4)nn(-c4ccccc4)c3c2c1,?,-2.8%,-19.0%[10.9 µM],-2.6%
Cc1ccn2c(NC(=O)c3ccco3)c(-c3ccccc3)nc2c1,nt,-1.1%,nt,7.7%
CC(C)n1c(=S)[nH]c2c1c(=O)[nH]c(=O)n2C,-2.2%,-8.4%,-0.9%,-5.0%
Cc1cc(C)cc(N(CC(=O)N2CCn3c2nc2ccccc23)S(=O)(=O)c2c(C)noc2C)c1,0.0%,0.6%,-1.2%,-1.8%
Cc1ccccc1-n1nc(CO)c(C(=O)NCc2cccs2)n1,-1.5%,-14.6%,-1.5%[10.9 µM],-4.3%
Cc1c(C(=O)NC(C)CN2CCCCC2)oc2ccccc12 (configuration not stated),-3.2%,8.7%,-21.0%,8.9%
COC(=O)c1c(C)[nH]c(C)c1-c1ccccc1,3.0%,21.7%,-19.3%,1.5%
CCOc1cc(NC(=O)C2CC2)c(OCC)cc1NC(=O)c1ccccn1,3.9%,-15.3%,12.7%,4.8%
O=C(c1cccs1)c1cn(CCOc2ccccc2F)c2ccccc12,?,-6.0%,-12.6%[10.9 µM],2.4%
CCOC(=O)c1[nH]c2cc(OC)c(OC)cc2c1NC(=O)c1nonc1C,nt,7.4%,nt,-6.1%
O=S(=O)(Nc1ccc(Br)cc1F)c1ccc2nc(-c3ccccc3)[nH]c2c1,9.3%,?,-5.9%[10.9 µM],17.5%
COC(=O)CC1C(C)(C)C(OC(C)=O)C2[C@H](OC(C)=O)[C@]34O[C@]2(O)[C@]1(C)C3CC[C@]1(C)C4=CC(=O)OC1c1ccoc1 (some centres not stated),nt,31.5%[activator],-31.1%[inhibitor],40.2%[activator]
CCOc1ccc2[nH]c(C)cc(=O)c2c1,1.8%,-10.5%,-8.4%,-5.7%
COc1ccc(-c2nnc(SCC(=O)c3[nH]c(C)c(C(C)=O)c3C)o2)cc1,3.5%,-8.6%,-8.2%,-11.2%
COCCn1nnnc1C(c1ccc(OC)cc1OC)N1CCN(c2ccccc2F)CC1 (configuration not stated),0.3%,4.7%,-6.7%,39.0%[activator]
CCCCOCCCNC(=O)N[C@H](C(=O)OC)C(C)C,1.7%,7.9%,-3.7%,12.2%
Cn1c(=O)c2c(nc(SC3C(=O)CC(C)(C)CC3=O)n2C)n(C)c1=O,0.4%,-3.0%,-1.9%,1.7%
